Screens from PubChem BioAssay.
DAX1 inh-1: inhibits human nuclear receptor DAX1; 0.99% of 340,000 active; P51843; HEK293 Gal4-DAX1 luciferase reporter, luminescence; AID 504766; inhibition, % at 6.75 µM;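 active = inhibition above the mean over all tested compounds plus 3 SD, cut at about 4.2% in these data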;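 note: 0% = DAX1-transfected cells with DMSO and 100% = empty-vector control cells with DMSO; inhibition shows as a rise in luminescence from relieved DAX1 repression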
Target sequence (P51843 207-470 limits assumed): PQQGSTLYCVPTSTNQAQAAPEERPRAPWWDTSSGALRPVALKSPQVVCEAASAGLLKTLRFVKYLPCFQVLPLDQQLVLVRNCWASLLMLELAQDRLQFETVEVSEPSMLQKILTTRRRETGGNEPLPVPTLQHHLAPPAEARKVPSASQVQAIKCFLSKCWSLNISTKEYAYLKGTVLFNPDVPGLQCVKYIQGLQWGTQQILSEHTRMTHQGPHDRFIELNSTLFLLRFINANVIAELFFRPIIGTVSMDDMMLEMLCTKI
PLC-beta3 inh: PLC-beta3 (human) inhibition, primary screen | Q01970 | Purified PLC-beta3, fluorogenic substrate, fluorescence | inhibition, % at 12.2 µM | 0.18% of 370,000 active; in the data active = inhibition above about 11%;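 note: 0% = median of compound wells on plate and 100% = full blocker control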
PLC-gamma1 inh: inhibitors of human phospholipase C gamma1. inhibition, % at 12.2 µM. 0.84% of 370,000 active. purified PLC-gamma1, fluorogenic substrate, fluorescence; in the data active = inhibition above about 9.5%
ADAM10 inh: inhibitors of human ADAM10 | 0.62% of 370,000 active | recombinant ADAM10, EDANS/DABCYL FRET peptide cleavage, 3 h | O14672 | inhibition, % at 7 µM;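 active = inhibition above a per-campaign cutoff equal to the mean of compounds falling between control-based bounds plus 3 SD, cut at about 20% in these data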;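 note: 0% = DMSO wells while the 100% control is not disclosed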
ADAM17 inh: inhibits human ADAM17 | P78536 | recombinant ADAM17, EDANS/DABCYL FRET peptide cleavage | inhibition, % at 6.95 µM | 0.83% of 370,000 active;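 active = inhibition above the mean of compounds lying between control limits plus 3 SD, set per campaign, cut at about 8.5% in these data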;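 note: 0% = DMSO-only wells as the low control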
Target sequence (P78536 215-824 limits assumed): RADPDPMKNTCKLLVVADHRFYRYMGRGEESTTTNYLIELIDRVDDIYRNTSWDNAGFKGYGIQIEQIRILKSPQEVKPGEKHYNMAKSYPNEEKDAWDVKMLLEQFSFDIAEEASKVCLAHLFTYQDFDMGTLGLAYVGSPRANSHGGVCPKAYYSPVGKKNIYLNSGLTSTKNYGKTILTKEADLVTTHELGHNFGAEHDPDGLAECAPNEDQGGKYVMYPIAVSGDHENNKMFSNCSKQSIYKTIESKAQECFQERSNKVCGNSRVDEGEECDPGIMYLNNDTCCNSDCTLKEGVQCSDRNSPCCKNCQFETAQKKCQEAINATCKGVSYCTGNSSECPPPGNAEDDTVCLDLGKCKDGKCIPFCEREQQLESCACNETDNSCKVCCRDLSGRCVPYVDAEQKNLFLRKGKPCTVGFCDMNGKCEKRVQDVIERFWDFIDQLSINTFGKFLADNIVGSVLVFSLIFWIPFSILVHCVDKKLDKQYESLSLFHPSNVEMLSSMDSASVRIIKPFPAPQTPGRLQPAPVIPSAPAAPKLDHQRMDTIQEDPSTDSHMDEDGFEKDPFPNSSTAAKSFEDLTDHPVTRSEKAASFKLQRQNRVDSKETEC
GAA850 FXN act: frataxin GAA850 promoter activation; AID 540364; HEK293 lucGAA850 FXN promoter luciferase reporter, 24 h; percent of 10 µM SAHA response; 0.56% of 360,000 active; activation, % at 6 µM;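 active = activation above the average of all compounds screened plus 3 SD, cutoff fixed separately per campaign, cut at about 7.5% in these data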;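 note: 0% = DMSO wells and 100% = 10 µM SAHA wells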
DAX1 inh-2: blocks DAX1 repression of SF-1 activated StAR promoter; HEK293T StAR-luciferase reporter, SF-1/DAX-1 repression relief; inhibition, % at 6.8 µM; 1.1% of 370,000 active; AID 652010;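 active = inhibition above the mean over all tested compounds plus 3 SD, cut at about 3.6% in these data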;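 note: 0% = DAX-1 cells with DMSO and 100% = cells lacking DAX-1 with DMSO; higher inhibition means more luminescence from relief of DAX-1 repression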
sPLA2-III inh: Blocks human group III sPLA2 activity; Q9NZ20; QFRET BODIPY PC-A2 liposome hydrolysis, fluorescence; inhibition, % at 12.2 µM; 0.56% of 370,000 active; AID 743126;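 active = inhibition above mean plus 3 SD of compounds lying within the high and low control bounds, cut at about 19% in these data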;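 note: 0% = median of test compound wells and 100% = no enzyme DMSO wells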
hcDAF12 agonist: H. contortus DAF-12 activation, primary screen | 1.4% of 370,000 active | AID 652067 | HEK293 hcDAF-12 lit1-tk-luc reporter, luminescence; 0% DMSO, 100% Δ7-dafachronic acid | activation, % at 6.8 µM;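 active = activation above the mean of all tested compounds plus 3 SD, cut at about 5.5% in these data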;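 note: 100% = response to 3 µM Δ7-dafachronic acid high control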
hgDAF-12 ag: activates the H. glycines DAF-12 receptor ligand-binding domain. HEK293 GAL4-hgDAF12 UAS-luciferase reporter, agonist luminescence; normalized to butyrate control. activation, % at 6.8 µM. 1.8% of 370,000 active. AID 687014;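 active = activation above a cutoff set at the mean of all screened compounds plus 3 SD, cut at about 10% in these data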;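 note: 0% = DMSO wells and 100% = sodium butyrate wells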
ssDAF12 agonist: activators of S. stercoralis DAF-12 nuclear receptor. HEK293 ssDAF-12/GRIP1 lit1-tk-luc reporter, luminescence; % of 3 µM dafachronic acid response. activation, % at 6.8 µM. 1% of 370,000 active. AID 652126;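 active = activation above the mean over all tested compounds plus 3 SD, cut at about 0.9% in these data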;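 note: 0% = DMSO-only wells and 100% = 3 µM delta7-dafachronic acid wells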
Numbers without * were called inactive; . = no result given.

SMILES | DAX1 inh-1 | PLC-beta3 inh | PLC-gamma1 inh | ADAM10 inh | ADAM17 inh | GAA850 FXN act | DAX1 inh-2 | sPLA2-III inh | hcDAF12 agonist | hgDAF-12 ag | ssDAF12 agonist
COc1cc(CC(=O)Nc2ccc3nc(C)sc3c2)cc(OC)c1OC | -0.9 | 0 | -1 | 3 | 2 | 2.1 | -1.0 | -5 | -1.7 | -1.4 | -1.7
COc1ccc2c(c1)c1ccccc1n2C | -0.6 | -1 | 0 | -65 | -18 | 2.0 | 0.0 | 7 | -2.4 | -0.1 | -1.0
COCP(=O)(c1ccccc1)c1ccccc1 | -0.2 | 7 | -2 | -2 | -5 | -0.1 | 0.2 | 6 | 0.8 | -2.6 | -1.2
O=C(c1ccccc1)N1CCN(S(=O)(=O)c2cccs2)CC1 | 0.2 | -6 | 3 | -11 | -2 | 0.7 | -0.3 | 5 | -0.9 | 0.1 | -1.1
O=C(NCc1nc2ccccc2[nH]1)c1ccc(Cl)c(S(=O)(=O)N2CCCC2)c1 | -0.6 | -9 | -3 | -5 | -3 | 0.9 | -0.4 | 0 | 0.0 | -4.7 | -1.5
O=c1c(-c2ccc(Br)cc2)[n+]([O-])c2ccccc2n1OCc1ccccc1 | 0.7 | -3 | 0 | 0 | 2 | -0.1 | 0.1 | -7 | 0.2 | 0.4 | -1.7
CC1=C(C(=O)Nc2ccccc2C(=O)N2CCCCC2)SCCO1 | -0.1 | -2 | 2 | -7 | -2 | -1.7 | -0.3 | 5 | -1.4 | 0.3 | -1.3
CCOC(=O)COc1ccc(-c2nnc(-c3ccccc3)o2)cc1 | 0.2 | 1 | 4 | -15 | -2 | -0.7 | 0.4 | -6 | 0.1 | 0.8 | -1.0
COc1ccc(N2CCN(c3nc4c(C)cccn4c(=O)c3C=C(C#N)C#N)CC2)cc1 | -0.6 | -10 | -5 | -2 | -2 | 1.0 | 0.4 | -2 | 0.3 | -0.1 | 0.1
CCS(=O)(=O)c1ccc(N=Nc2ccc(O)c3ncccc23)c(OC)c1 | -1.6 | 2 | 1 | 0 | -2 | -0.3 | 0.1 | 0 | -0.1 | -0.7 | -1.0
CCn1c(C)c(CCC(=O)O)c(=O)n2nc(-c3ccccc3OC)cc12 | 0.3 | -37 | -26 | -114 | -39 | -0.2 | 0.3 | 4 | -0.3 | -1.5 | -1.0
O=C(NNC(=O)c1sccc1-n1cccc1)c1cccc(Cl)c1 | 0.6 | 1 | -1 | 2 | -1 | 1.8 | 0.8 | -10 | 1.1 | -1.3 | -1.4

Limited to sPLA2-III inh (2 entries from above):
mol	sPLA2-III inh
COCP(=O)(c1ccccc1)c1ccccc1	6
O=C(c1ccccc1)N1CCN(S(=O)(=O)c2cccs2)CC1	5

Other records follow:
SMILES | DAX1 inh-1 | PLC-beta3 inh | PLC-gamma1 inh | ADAM10 inh | ADAM17 inh | GAA850 FXN act | DAX1 inh-2 | sPLA2-III inh | hcDAF12 agonist | hgDAF-12 ag | ssDAF12 agonist
COc1ccccc1N(C(=O)c1ccco1)C(C(=O)NC1CCCC1)c1cccs1 (centres undefined) | 1.5 | -1 | 1 | -3 | -2 | 2.6 | 0.2 | -5 | -2.2 | 1.9 | -1.3
Cc1c(O)ccc(C(=O)CN2CCN(c3ccc(F)cc3)CC2)c1O | -0.1 | -40 | -20 | -67 | -20 | 2.6 | -0.4 | -3 | -0.2 | 0.3 | 0.0
O=Cc1cc(CCC(=O)O)ccc1O | -0.1 | -16 | -6 | 11 | -1 | -0.3 | 0.4 | 2 | 0.3 | 1.5 | -0.9
Cc1nc2cc(C(=O)O)ccc2n1-c1ccc(F)cc1F | 1.1 | 0 | 0 | 4 | 0 | -1.2 | 0.2 | 5 | -0.6 | 0.7 | -1.2
Cc1ccc(SCC(=O)NC2CCS(=O)(=O)C2)cc1C (centres undefined) | 0.5 | 1 | 3 | 3 | -3 | 0.1 | 1.2 | 6 | 0.4 | 0.8 | 0.2
CC(/C=C/c1ccco1)=N/NC(=O)Cc1cccs1 | -0.6 | -18 | 3 | -11 | -3 | 8.2* | 0.4 | -4 | 0.0 | -1.7 | -0.7
CC(C)C[C@H]1CN=C(Nc2ccccc2)N1CCCCc1ccccc1 | 1.1 | 3 | 6 | 0 | -1 | -1.0 | -0.3 | 1 | -0.6 | -0.1 | -1.0
CCC(CO)NC(=O)c1ccc(-c2nn(C)c(=O)c3ccccc23)cc1 (centres undefined) | 0.2 | 3 | 2 | -1 | -1 | -2.9 | -0.3 | 3 | 0.5 | -2.1 | -1.7
CCc1ccc(NC(=O)c2sccc2-n2cccc2)cc1 | 0.2 | -5 | 0 | 9 | 5 | 2.9 | 0.2 | -5 | 4.0 | 7.1 | 0.1
O=C(CNS(=O)(=O)c1ccc(F)cc1)Nc1ccccc1 | 0.7 | -1 | 6 | 5 | 0 | 2.2 | 0.2 | -10 | 1.9 | -1.5 | -0.7
COc1ccc(C(NC(=O)C2CCN(CCCOc3ccccc3)CC2)c2ccccn2)cc1 (centres undefined) | . | -2 | 2 | -18 | -3 | -0.1 | -0.3 | 5 | -0.6 | -1.3 | -1.2
CCOc1ccccc1N=Cc1c(O)n(C)c(=O)n(C)c1=O | 1.3 | -7 | -2 | -5 | -5 | 1.1 | 0.2 | 4 | 1.1 | 1.6 | -0.8
O=S(=O)(c1ccc(Cl)cc1)N1CCN(c2ncnc3sccc23)CC1 | -2.3 | -3 | 0 | -7 | 1 | 0.8 | -4.6 | 1 | -3.9 | -6.2 | -1.7
Cc1nn(CC(=O)Nc2cccc(Cl)c2)c(=O)c2cc(-c3ccccc3)nn12 | 1.1 | -5 | 1 | -10 | -4 | -0.9 | -0.2 | 5 | -0.1 | 1.5 | -1.2
CN(Cc1ccccc1)C(=O)CC(=O)N(C)Cc1ccccc1 | 2.2 | 1 | 3 | -2 | -2 | 3.3 | 0.2 | 0 | 0.3 | 0.6 | -0.8
CCc1ccccc1NC(=O)NNS(=O)(=O)c1cc(C)ccc1C | 0.3 | -7 | 2 | -1 | -5 | 0.6 | 1.4 | 1 | -1.0 | -1.5 | -0.2
COc1ccc(CSc2nncn2C)cc1F | 1.1 | -1 | 4 | -1 | -2 | 1.0 | 0.3 | 0 | 0.6 | -0.1 | -0.3
N/C(=N\OC(=O)Cc1ccc(Cl)cc1)c1ccncc1 | -0.4 | -3 | 6 | 6 | 1 | -0.1 | -0.8 | -12 | -0.8 | 6.2 | -2.0
CCC1=[N+]([O-])C(C)(/C(C)=N\O)N(O)C1(C)C (centres undefined) | 1.4 | 6 | 5 | 2 | 4 | -0.5 | 0.5 | 6 | 0.1 | -1.6 | -1.2
Cc1ccc2c(c1)C(=O)CCN2 | 1.0 | -170 | -135 | -9 | -4 | -0.7 | 0.4 | 7 | -0.1 | -1.9 | -0.9
CCc1nc2ccc(C(=O)N3CCN(S(=O)(=O)CC)CC3)cn2c1N(C)CCC(C)C | . | 3 | 2 | -3 | -2 | 0.0 | 3.0 | 1 | -0.8 | -1.3 | -0.8
CCc1cc(-c2n[nH]c(C)c2-c2nc3ccccc3s2)c(O)cc1OCC(=O)NN | 0.6 | -21 | -4 | -1 | -2 | -0.7 | -0.6 | 5 | -2.6 | -4.1 | -0.8
CCc1ccccc1NNC(=O)c1cc(C)on1 | 0.5 | -5 | 0 | -2 | -5 | 1.1 | -0.2 | 3 | 0.0 | 0.9 | -0.6
CCCCNC(=O)c1cnc(Cc2c[nH]c3ccccc23)c(I)c1 | . | -9 | -6 | 4 | 1 | -3.1 | -0.5 | -64 | 2.4 | 2.5 | -0.4
Cc1cc(Cl)cc(Br)c1OCCCNCC(C)O (centres undefined) | 1.5 | -1 | -1 | 4 | -5 | -1.6 | 0.6 | 2 | -0.9 | 0.2 | -0.9
CC(=O)Nc1ccc(S(C)(=O)=O)c(C)c1 | 2.9 | 1 | 4 | 5 | 2 | 2.3 | -0.2 | 2 | -0.5 | -2.3 | -0.8
CCOc1cc(CNCCO)cc(Br)c1OCc1ccc(Cl)cc1Cl | 2.0 | 0 | 2 | -3 | -3 | 2.1 | -0.5 | 3 | -1.2 | -1.2 | -1.1
COc1cc2ncnc(NCc3ccccc3Cl)c2cc1OC | -1.1 | -5 | 0 | -7 | 0 | 1.9 | -1.1 | 1 | -2.9 | -6.7 | -2.1
C=CCNc1ccc(N2C(=O)C3CCC(C)CC3C2=O)cc1[N+](=O)[O-] (centres undefined) | . | -6 | 1 | -1 | -1 | . | 0.4 | -3 | 0.1 | -0.6 | -1.3
O=C(COc1ncnc2sccc12)N1CCN(C(=O)c2ccco2)CC1 | -0.3 | -12 | -3 | -13 | -3 | 0.1 | 1.5 | 6 | 0.1 | 0.6 | -1.3
CC(C)c1ccc(NC(=O)COC(=O)/C=C/c2cccc(Br)c2)cc1 | 1.1 | 3 | -2 | -2 | -3 | 2.3 | 0.9 | 10 | -1.4 | 2.2 | -1.2
N#C/C(=C\c1ccc(O)c(O)c1)C(=O)c1ccc(O)c(O)c1 | 1.7 | -4 | 4 | 3 | 1 | 3.0 | 2.0 | -16 | -0.2 | 0.7 | -1.1
CC(=O)Nc1ccc(C(=O)N2CCCCC2c2cc(C(=O)Nc3ccccc3Cl)no2)cc1 (centres undefined) | . | 2 | 3 | -8 | -3 | -0.8 | -1.1 | -8 | -1.3 | 1.9 | -0.5
Cc1ccc(C)c(NC(=O)c2ccc(S(=O)(=O)N(C)CC3CCCO3)cc2)c1 (centres undefined) | -0.1 | -2 | 0 | 2 | 1 | 1.8 | -2.0 | -3 | -0.6 | 1.0 | -1.2
Cc1ccc(C(NC(=O)N2CCCC2)C(Cl)Cl)cc1F (centres undefined) | 0.1 | 3 | 2 | 5 | -1 | 0.5 | 0.1 | 7 | 0.6 | -0.8 | -1.5
COC(=O)c1cn[nH]c1NC(=S)Nc1ccccc1C | 1.4 | -4 | 4 | 25* | 7 | 3.5 | 2.3 | 1 | 1.4 | 5.8 | -0.7
CN1OC[C@@H]2CN(Cc3cc(Cl)cc(Cl)c3)[C@H](c3cccc(-c4ccccc4)c3)C[C@@H]21 | 1.4 | 1 | 0 | -17 | -3 | 1.2 | -0.8 | 9 | 0.9 | 5.0 | -0.7
Cc1cc2c(NCC(C)O)ncnc2s1 (centres undefined) | -0.5 | -2 | 1 | -3 | -1 | -0.3 | -0.3 | 9 | -0.5 | -1.0 | -0.6
COc1ccc(C(=O)NC(=S)NC2CCCCC2)cc1 | 1.2 | -4 | 0 | 3 | 4 | 2.4 | 3.2 | -4 | 2.1 | 7.9 | -0.3
Cc1ccc2nc(SCC(=O)Nc3cc(C)on3)[nH]c2c1 | -1.0 | 3 | -3 | 0 | -2 | -0.8 | -0.5 | -8 | 0.2 | 3.3 | -1.7
Cc1cc(C)nc(N2CCCC(C(=O)Nc3nnc(C(C)(C)C)s3)C2)n1 (centres undefined) | 0.3 | -1 | 2 | -6 | 0 | -2.0 | -0.6 | 6 | 0.3 | 0.3 | -1.6
c1cnc2c(-c3cccc4nccn34)cccc2c1 | . | -21 | -8 | -19 | -8 | 2.6 | 0.5 | 12 | 0.3 | -0.7 | -0.8
